Wnt act: activates Wnt/beta-catenin signaling in a reporter cell assay. activator, plate reader. activation, % at 9.35 µM. hit rate 1.2% among 300,000. AID 743398; in the data active = activation above about 30%, passing the limit was not always enough; inconclusive = no clear call, values can overlap the other calls;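 also: 0% = neutral control wells and 100% = positive control wells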
MITF act: increases MITF-driven TRPM1 promoter luciferase signal; SK-MEL-5 TRPM1-promoter luciferase, 24 h; % of positive control, neutral wells = 0; activation, % at 12.5 µM; hit rate 0.75% among 300,000;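 active = mean activation of at least 80% with every replicate also reaching 80%; inconclusive = mean reaches 80% but some replicate falls short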;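 also: 0% = neutral control wells and 100% = parthenolide positive control wells; values of inactives mirror those of a sister screen read the other way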
CAL PDZ FP-1: CAL PDZ (human) peptide binding inhibition; inhibition, % at 24.9 µM; hit rate 0.92% among 300,000; Q9HD26; purified CAL PDZ, TMR-peptide fluorescence polarization, 1 h; AID 602252;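 active = mean inhibition of at least 30% with at least half of replicates also reaching 30%; inconclusive = no clear call, values can overlap the other calls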;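 also: 0% = DMSO neutral control and 100% = excess unlabeled competitor peptide PRC23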
Ecoli viability: bacterial growth inhibition, counter-screen for AddAB inhibitors. hit rate 0.27% among 330,000. E. coli V3065 growth, OD600 absorbance, 18 h. inhibition, % at 11.9 µM;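 active = inhibition above the campaign's mean inhibition across all tested compounds plus 3 SD, cut at about 9.9% in these data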;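 also: uninfected addAB+ strain grown without phage in ampicillin broth; 0% = DMSO wells and 100% = ciprofloxacin 0.95 µg/ml wells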
SR-BI HDL uptake: mouse SR-BI HDL lipid transfer inhibition | ldlA[mSR-BI] CHO cells, DiI-HDL uptake fluorescence, 3 h | inhibition, % at 12.5 µM | hit rate 0.96% among 320,000;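 active = mean replicate inhibition of at least 70% and a set share of replicates each scoring 70 or more; inconclusive = meets just one of the two criteria; inactive = fails both criteria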;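 also: 0% = median of neutral control wells and 100% = median of positive control wells; values of inactives mirror those of a sister screen read the other way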
Target sequence (Q61009 whole entry, looked up): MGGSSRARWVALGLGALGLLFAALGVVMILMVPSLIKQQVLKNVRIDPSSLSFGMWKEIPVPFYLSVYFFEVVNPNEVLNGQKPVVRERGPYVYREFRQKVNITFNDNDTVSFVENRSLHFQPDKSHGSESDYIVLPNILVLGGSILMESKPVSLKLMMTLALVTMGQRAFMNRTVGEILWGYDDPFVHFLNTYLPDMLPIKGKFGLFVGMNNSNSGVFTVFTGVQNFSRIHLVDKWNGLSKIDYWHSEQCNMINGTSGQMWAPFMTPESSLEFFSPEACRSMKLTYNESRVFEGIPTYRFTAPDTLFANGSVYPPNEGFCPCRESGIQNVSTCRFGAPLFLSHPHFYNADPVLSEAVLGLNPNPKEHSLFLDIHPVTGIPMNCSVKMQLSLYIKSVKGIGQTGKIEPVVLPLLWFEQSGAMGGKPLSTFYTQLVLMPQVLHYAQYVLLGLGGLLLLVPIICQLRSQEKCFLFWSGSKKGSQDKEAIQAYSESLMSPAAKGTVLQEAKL
phage Ecoli inh: E. coli growth loss with phage present | growth absorbance | inhibition, % at 11.9 µM | hit rate 0.26% among 360,000 | AID 651602; in the data active = inhibition above about 11%
AddAB inh: less growth of phage-infected E. coli with AddAB. E. coli expressing H. pylori AddAB, absorbance growth. inhibition, % at 11.9 µM. hit rate 0.29% among 330,000; in the data active = inhibition above about 12%;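 also: 0% = vehicle wells of infected cells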
CAL PDZ FP-2: blocks peptide binding to human CAL PDZ domain. inhibition, % at 20 µM. hit rate 0.02% among 330,000. AID 504414. purified CAL PDZ, TMR-peptide fluorescence polarization, 1 h;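 active = highest replicate inhibition of at least 40%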;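 also: plate controls were DMSO neutral control wells for no effect and unlabeled competitor peptide control wells for full effect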
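material = purified tagged CAL PDZ domain construct (CerCALP) | buffer or medium = sodium phosphate/NaCl buffer pH 7.4 with TCEP, IgG, Thesit | reagent = TMR-labelled reporter peptide T*-PRC34 bound in PDZ groove | incubation = 1 h room-temperature incubation prior to read | measured by = fluorescence polarization (mP) | evaluation = percent inhibition from loss of millipolarization | control set = unlabelled peptide and DMSO controls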
SR-BI uptake up: SR-BI HDL lipid transfer activation; CHO ldlA[mSR-BI] cells, DiI-HDL uptake fluorescence, 3 h; 100 = double the neutral-control signal; activation, % at 12.5 µM; hit rate 0.096% among 320,000; AID 504775;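 active = mean replicate activation of at least 60% and every replicate at or above 60%; inconclusive = mean or all-replicate condition met, but not both; inactive = mean below 60% and not all replicates reaching 60%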;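 also: 0% = median plate neutral-control signal and 100% = twice that signal; values of inactives mirror those of a sister screen read the other way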
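Test system: SR-BI-overexpressing, LDLR-lacking CHO cells. Measured by: DiI fluorescence, bottom read. Medium: Ham's F12 with 0.5% BSA, HEPES 25 mM, pH 7.4. Timing: 3 h uptake period with compound, 37 °C.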
Tat export inh: E. coli Tat transport inhibition | E. coli MC4100 TorA-mCherry Tat export, fluorescence | hit rate 0.036% among 340,000 | inhibition, % at 10 µM;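 active = mean replicate inhibition at least 50% and at least half of replicates individually reaching 50%; inconclusive = only one of the two criteria met; inactive = neither criterion met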;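 also: exported cargo escapes ClpAP degradation while cytoplasmic cargo is degraded and loses fluorescence; 0% = median of neutral control wells and 100% = median of NaSCN control wells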
* marks the source's active call; other numbers are inactive results; ? = inconclusive; . = not tested or not shown.

molecule	Wnt act	MITF act	CAL PDZ FP-1	Ecoli viability	SR-BI HDL uptake	phage Ecoli inh	AddAB inh	CAL PDZ FP-2	SR-BI uptake up	Tat export inh
COc1ccc(S(=O)(=O)NCCCN2CCCC2=O)c(OC)c1	1	4	1	2.5	2	0.2	1.0	-0.8	-2	12
COc1ccc(/C=C/c2ccc3c(Br)ccc(O)c3n2)cc1	11	?	-1	-3.9	5	-1.2	-3.7	-0.3	-5	10
O=C(O)CCCN1C(=O)/C(=C\c2ccc(-c3nc4ccccc4s3)o2)SC1=S	0	7	-3	-0.1	1	-0.2	0.3	2.3	-1	-12
Cn1cc(/C=C/c2nc3ccccc3c(=O)n2-c2cccc([N+](=O)[O-])c2)c2ccccc21	.	-1	-9	-1.6	-41	2.0	2.9	0.6	41	-9
O=C(NCc1ccccc1Cl)c1cccc(OC2CCN(C(=O)C3CC3)CC2)c1	1	-13	-7	2.7	35	2.0	1.1	0.0	-35	1
COc1cc(C(=O)Nc2ccc(S(=O)(=O)N3CCc4ccccc43)cc2)cc(OC)c1OC	.	-18	-7	-0.5	11	1.0	0.9	-1.8	-11	9
COc1ccc(CCN(C)C(=O)c2ccc3c(=O)n4c(nc3c2)CCCCC4)cc1OC	-4	7	.	-1.3	30	0.1	1.9	0.7	-30	3
C=CC(=O)N1C/C(=C/c2ccc(F)cc2)C(=O)/C(=C\c2ccc(F)cc2)C1	-9	-96	-1	.	8	1.4	.	-1.0	-8	1
Cn1c(=O)cc(-c2ccccc2)c2ccccc21	.	11	.	1.8	-22	0.2	-9.6	-2.7	22	-13
CC(=O)c1cc(Cl)ccc1OCC(=O)Nc1cccc(S(=O)(=O)N2CCCC2)c1	-6	17	50*	0.2	17	0.7	0.4	-0.6	-17	-2
CC(C)COC(=O)Cn1cnc2ccc(Br)cc2c1=O	-1	14	-3	-1.4	-20	0.8	-2.9	0.2	20	0
Cc1cccc(N2CCN(C(=O)c3ccc(NC4=NC5CS(=O)(=O)CC5S4)cc3)CC2C)c1 (centres undefined)	4	-2	93*	-0.7	-3	0.1	3.4	-0.5	3	4
COC(=O)NNC(=O)COc1ccccc1C	-5	-8	-3	0.8	-16	3.0	0.6	0.1	16	-5
Cc1ccc(Cl)cc1N1CCN(Cc2nc3ccsc3c(=O)[nH]2)CC1	.	-11	4	-1.3	4	1.2	2.2	-1.3	-4	6
O=C(COC(=O)c1ccccc1O)Nc1cc(S(=O)(=O)N2CCCCCC2)ccc1Cl	-2	-13	.	-2.2	5	1.4	0.2	0.0	-5	-5
COc1ccc(/C=C\C(=O)c2c(O)ccc3c(C)cc(=O)oc23)cc1	.	2	-1	-1.7	-11	2.4	0.5	-1.9	11	-5
CN(C)CCNC(=O)c1ccc(COCC(F)(F)F)cc1	-3	-5	-5	-1.1	-24	3.3	0.0	0.1	24	-1
CCOc1ccc(N(CC(=O)N2CCN(c3ccc(F)cc3)CC2)S(=O)(=O)c2c(C)noc2C)cc1	-3	8	-3	-2.8	16	-0.2	0.0	-2.6	-16	8
CC1(C)NC(=O)N(CC(=O)OCC(=O)c2ccc(Br)s2)C1=O	-4	6	2	-1.1	4	1.0	-1.1	-1.4	-4	4
CCCN1C(=O)c2ccc(C(=O)NC3CCCCC3)cc2C1=O	7	10	-5	-2.0	22	1.5	1.8	-1.4	-22	1
O=C(COC(=O)c1c2c(nc3ccccc13)CCN(Cc1ccccc1)C2)Nc1c(F)cccc1F	.	-5	.	-3.5	25	3.3	-3.6	0.2	-25	-7
CC(C)OCCCNC(=O)c1ccccc1Oc1ccccc1	-2	-3	2	3.2	7	2.4	2.0	-0.4	-7	2
O=S(=O)(/C=C/c1ccccc1)N1CCN(c2nc(-c3cccnc3)nc3ccccc23)CC1	.	-13	-4	-0.5	-9	2.7	0.4	-1.3	9	-4
CCCCOC(=O)c1cccc(NC(=O)CCC(=O)O)c1	19	9	0	-0.3	-18	3.6	-0.2	-0.2	18	-7
COc1cc(C(=O)OCC(=O)Nc2nnc(-c3ccccc3)o2)cc(OC)c1OC	-1	-5	-2	-2.6	-9	-1.8	-2.3	-1.1	9	3
O=C(CN1CCCC1c1cccs1)N1CCN(S(=O)(=O)c2cccc(F)c2)CC1 (centres undefined)	1	-2	-7	-0.3	28	-0.3	3.0	-2.4	.	-5
Cc1ccc(-n2cc(CNCCCN3CCCC3=O)c(-c3ccc(F)cc3)n2)cc1	5	7	-6	-1.6	9	2.9	2.2	-2.0	-9	-7
CCOC(=O)[C@H]1[C@H]2COc3ccc(Br)cc3[C@@H]2N2C(=O)CN(Cc3ccc(OC)cc3)C(=O)[C@@]12C	-11	2	-1	3.2	15	3.6	-0.1	-0.4	-15	7
NC(=O)c1ccccc1N/C=C/C(=O)c1ccc(F)cc1	54*	48	-5	.	5	2.7	.	-3.4	-5	-4
COc1ccc([C@@H]2C[C@@H](c3ccccc3)Oc3cc(OC)cc(OC)c32)cc1	-5	4	-1	.	4	0.9	.	0.9	-4	-1
CN1C(=O)C(C)(C)c2cc(S(=O)(=O)N3CCCC(C(=O)NCc4ccc(Cl)cc4)C3)ccc21 (centres undefined)	-5	-3	.	0.2	-8	1.1	4.0	-0.9	8	7
CS(=O)(=O)Nc1nc2n(n1)C(c1ccccc1)C=C(c1ccc(Br)cc1)N2 (centres undefined)	.	-1	-2	2.0	.	.	-0.5	-5.5	.	-3
CC(C)=CCC[C@](C)(OC1OC(COC2OCC(O)C(O)C2O)C(O)C(O)C1O)C1CC[C@]2(C)C1C(O)CC1[C@@]3(C)CCC(O[C@@H]4O[C@H](CO)C(O)C(O)C4O[C@@H]4OC(CO)C(O)C(O)C4O)C(C)(C)C3CC[C@]12C (some centres undefined)	2	2	2	-1.6	-18	1.3	0.2	-0.9	18	10
C/C(=N\NC(=O)C(=O)Nc1cccc(Cl)c1C)c1ccncc1	.	4	-2	1.6	11	0.4	2.9	-2.9	-11	-3
CC(=O)N1CCN(S(=O)(=O)c2cccc(C(=O)OCN3C(=O)c4ccccc4C3=O)c2)CC1	0	3	2	-1.3	1	-0.4	-1.1	-3.0	-1	-5
Cc1cc2c(c(SCC(=O)Nc3ccc(C)c(C)c3)n1)C(=O)OC2	0	-16	2	-0.3	13	-1.4	3.3	-0.4	-13	-3
CCC(CC)NC(=O)Cc1ccccc1OC	.	7	.	-1.0	-51	2.4	2.5	0.1	51	13
COc1ccccc1[N+](=O)[O-]	5	5	-13	-2.5	-7	1.8	0.0	-1.5	7	0
CCCc1cc(C(=O)N2CCN(c3ccccc3C)CC2)cs1	.	9	-7	-0.9	15	3.8	-1.0	-1.4	-15	-2
COc1cc2ncnc(NCc3ccccc3C)c2cc1OC	-4	2	10	-1.3	-9	2.6	1.9	-1.9	9	-8
Cc1ccc(-c2cc(=O)c3cc(F)ccc3[nH]2)cc1	8	22	-1	3.9	-1	4.2	3.7	-0.3	1	-5
Cc1nnc2ccc(-c3ccc(NS(=O)(=O)c4ccc(Cl)s4)cc3)nn12	2	22	-1	-3.5	-8	2.2	-0.3	-0.1	8	-4
CCn1ncc(C(=O)Nc2cccc(Cl)c2)c1C	23	53	-1	0.1	-7	2.0	2.6	-0.3	7	7
Cc1sc2c(c1C)c(=O)n(-c1ccccc1)c1nncn21	-8	.	-6	-1.8	-14	0.2	-0.6	-0.2	14	1
CCOC(=O)c1sc(NC(=O)c2cccs2)nc1C	22	29	-4	.	4	2.3	.	-1.9	-4	1
COC(=O)/C=C1/SC(=NC(=O)c2cccc([N+](=O)[O-])c2)NC1=O	0	5	-1	0.4	-13	-3.8	2.1	-2.1	13	6
COc1ccc(CNC(=O)C2Cc3ccccc3CN2C(=O)c2ccco2)cc1 (centres undefined)	1	-2	.	0.8	0	3.5	-0.8	-1.2	0	-2
CCOc1ccc(C(=O)Nc2cccc(NC(=O)c3cccs3)c2)cc1[N+](=O)[O-]	-2	5	-5	.	43	4.8	.	-3.5	-43	2
Cc1cc(C)n(/N=C/c2c[nH]c3ccccc23)c(=O)c1	-2	.	-4	0.8	-9	1.9	0.0	0.7	9	0
COCCN(C(=O)CNC(=O)c1ccco1)C(C(=O)NC1CCCC1)c1ccccc1F (centres undefined)	-3	.	-5	1.9	.	-1.4	2.9	0.5	.	1

Wnt act, what is marked active above.
SMILES,Wnt act,MITF act,CAL PDZ FP-1,SR-BI HDL uptake,phage Ecoli inh,AddAB inh,CAL PDZ FP-2,SR-BI uptake up,Tat export inh
NC(=O)c1ccccc1N/C=C/C(=O)c1ccc(F)cc1,54*,48,-5,5,2.7,.,-3.4,-5,-4

Part of the list above, field by field.
CCCc1cc(C(=O)N2CCN(c3ccccc3C)CC2)cs1
  Wnt act = .
  MITF act = 9
  CAL PDZ FP-1 = -7
  Ecoli viability = -0.9
  SR-BI HDL uptake = 15
  phage Ecoli inh = 3.8
  AddAB inh = -1.0
  CAL PDZ FP-2 = -1.4
  SR-BI uptake up = -15
  Tat export inh = -2

COc1cc2ncnc(NCc3ccccc3C)c2cc1OC
  Wnt act = -4
  MITF act = 2
  CAL PDZ FP-1 = 10
  Ecoli viability = -1.3
  SR-BI HDL uptake = -9
  phage Ecoli inh = 2.6
  AddAB inh = 1.9
  CAL PDZ FP-2 = -1.9
  SR-BI uptake up = 9
  Tat export inh = -8

(cont.)
molecule	Wnt act	MITF act	CAL PDZ FP-1	Ecoli viability	SR-BI HDL uptake	phage Ecoli inh	AddAB inh	CAL PDZ FP-2	SR-BI uptake up	Tat export inh
Cn1cc(S(=O)(=O)Nc2ccc(OC(F)(F)F)cc2)c(=O)n(C)c1=O	0	0	-2	0.6	-2	0.9	-0.3	-0.2	2	1
CCOc1ccc(/C=N/n2cc(-c3ccccc3)[nH]c2=S)cc1	18	1	-6	1.3	7	4.1	0.6	-1.6	-7	-9
COc1ccc(C(=O)N/C(=C\c2cn(S(=O)(=O)N(C)C)c3ccccc23)C(=O)NCCCn2ccnc2)cc1	-2	1	-3	1.9	-7	1.6	0.9	-3.1	7	8
COC(=O)c1ccc(C(=O)OC)c(NC(=O)C(C)(C)C)c1	-2	-8	2	3.3	-24	2.2	0.9	-0.2	24	7
O=C(Nc1ccc2c(c1)OCCO2)c1oc2ccccc2c1NC(=O)C1CC1	5	1	-5	-2.3	2	1.8	-0.9	-0.5	-2	6
COc1ccc2c(CC(=O)N(C)CC3COc4ccccc4O3)coc2c1 (centres undefined)	.	.	0	-0.8	2	0.6	0.2	-0.6	-2	-3

Compound activity (PubChem)
